# PKM2 act: qHTS Assay for Activators of Human Muscle isoform 2 Pyruvate Kinase | Pyruvate kinase PKM (Homo sapiens), P14618 | purified PKM2, Kinase-Glo ATP luminescence, activation; response scale: 0% is enzyme alone, no compound | Potency, µM (doses to about 57.5 µM), without a hit: at the highest dose activation, usual class: activators | hit rate 0.34% among 260,000 | AID 1631, 2009; further: potency means the concentration at half of the fitted maximal effect; on the % scale 0 is the no-effect control and ±100 the full control effect; nearly all actives have a fitted effect of over 55% in size
# Target sequence (P14618 whole entry, looked up, canonical isoform): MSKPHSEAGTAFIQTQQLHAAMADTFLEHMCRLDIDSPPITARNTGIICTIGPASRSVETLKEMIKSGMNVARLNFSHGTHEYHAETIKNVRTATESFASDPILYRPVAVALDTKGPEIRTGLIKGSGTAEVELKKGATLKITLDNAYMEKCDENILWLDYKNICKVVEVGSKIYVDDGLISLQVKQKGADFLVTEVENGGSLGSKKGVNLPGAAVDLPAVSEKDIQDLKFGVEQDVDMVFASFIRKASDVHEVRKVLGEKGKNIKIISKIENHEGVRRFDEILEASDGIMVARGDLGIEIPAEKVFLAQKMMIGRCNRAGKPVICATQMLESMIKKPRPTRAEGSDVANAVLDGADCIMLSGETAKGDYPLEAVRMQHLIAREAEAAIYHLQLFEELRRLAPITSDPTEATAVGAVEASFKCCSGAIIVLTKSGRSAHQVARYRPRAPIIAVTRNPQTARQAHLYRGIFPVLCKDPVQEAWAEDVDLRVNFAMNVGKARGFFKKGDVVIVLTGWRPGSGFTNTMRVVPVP
#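 hPK-M2, >95% pure; 0.1 mM ADP / 0.5 mM PEP final; imidazole pH7.2 buffer w/ 7 mM MgCl2, 50 mM KCl; 1 h RT; Kinase-Glo lum. Intermediate enzyme activity for dual inhibitor/activator qHTS.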
# NPC1 promoter act: qHTS Assay for NPC1 Promoter Activators. Huh7 NPC1 promoter luciferase reporter, 24 h. Potency, µM (doses to about 9.22 µM), for the others: at the highest dose activation, actives largely listed as activators. hit rate 2.4% among 320,000. AID 485313, 2010;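 further: potency means the concentration at half of the fitted maximal effect; % of control where 0% means no effect; nearly all actives have a fitted effect of over 60% in size; reporter is driven by a mutant NPC1 promoter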
#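 NPC1 promoter–luciferase Huh7 cells; 24 h compound; luminescence.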
# RORgamma inh: qHTS for inhibitors of ROR gamma transcriptional activity; Drosophila S2 Gal4-RORgamma UAS-luciferase reporter, 20 h; Potency, µM (titrated, usually from 53.6 µM), without a hit: at the top dose activity change, negative = inhibition, usual class: inhibitors; hit rate 5.4% among 310,000; Nuclear receptor ROR-gamma (Mus musculus), P51450; AID 2551, 2010; further: potency means the concentration at half of the fitted maximal effect; on the % scale 0 is the no-effect control and ±100 the full control effect; nearly all actives have a fitted effect of over 60% in size
#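 Compounds are pin-transferred onto Drosophila Schneider cells expressing a copper-inducible Gal4–ROR gamma transactivation domain fusion. After 1 hr, copper sulfate is added to 700 uM final; luciferase is read 20 hr later.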
# ELG1 repair inh: qHTS screen for small molecules that inhibit ELG1-dependent DNA repair in human embryonic kidney (HEK293T) cells expressing luciferase-tagged ELG1. HEK293T ELG1-luciferase reporter, luminescence, 16 h; DNA damage induced by 5-fluorouridine. Potency, µM (doses to about 46.1 µM), for inactives: top-dose activity change, negative = inhibition, usual class: inhibitors. hit rate 2.3% among 330,000. AID 504467, 2011; further: potency means the concentration at half of the fitted maximal effect; on the % scale 0 is the no-effect control and ±100 the full control effect; nearly all actives have a fitted effect of over 55% in size
#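 5-Fluorouridine DNA damage + compound/DMSO, 2,000 cells/well, 16 h, 37 °C/5% CO2. ONE-Glo, 30 min RT, luminescence. Readout = decrease in reporter signal.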
# MBNL1-CUG inh: qHTS Assay for Inhibitors of MBNL1-poly(CUG) RNA binding | Muscleblind-like protein 1 (Homo sapiens), Q9NR56 | TR-FRET MBNL1-His/biotin-(CUG)12 binding, 665/545 ratio | Potency, µM (top dose mostly 57.5 µM), for the others: top-dose activity change, negative = inhibition, usual class: inhibitors | hit rate 0.036% among 280,000 | AID 2675, 2010; active means well fitted inhibition curve with a large enough effect in the signal ratio, with a control signal flat, not every such curve was filed as active; inconclusive means small, poorly fitted or top-dose-only effect, or effect the other way, or a change in a side signal; inactive means no such curve, though single readings can be large or run the other way; the % refers to the signal ratio; further: potency means the concentration at half of the fitted maximal effect; on the % scale 0 is the no-effect control and ±100 the full control effect
#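 Inhibition of protein-RNA binding appears as loss of TR-FRET between terbium anti-His antibody on MBNL1-His and streptavidin-XL665 on biotin-(CUG)12. Activity is normalized to buffer-only and uninhibited-complex controls.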
# Menin MLL FP TR: qHTS Assay for Inhibitors Targeting the Menin-MLL Interaction in MLL Related Leukemias: Competition With Texas Red Labeled MLL-derived Mutant Peptide. O00255. Menin + Texas Red MLL mutant peptide, fluorescence polarization. Potency, µM (top dose mostly 61.6 µM), for inactives: at the top dose FP activity change, negative = inhibition, hits mostly inhibitors. hit rate 0.23% among 270,000; active means well fitted inhibition curve with a large enough effect in the polarisation, with a control signal flat, not every such curve was filed as active; inconclusive means small, poorly fitted or top-dose-only effect, or effect the other way, or a change in a side signal; inactive means no such curve, though single readings can be large or run the other way; the % refers to the polarisation; further: potency means the concentration at half of the fitted maximal effect; % of control where 0% means no effect; many of its hits are not listed in these tables
# Target sequence (O00255 whole entry, looked up): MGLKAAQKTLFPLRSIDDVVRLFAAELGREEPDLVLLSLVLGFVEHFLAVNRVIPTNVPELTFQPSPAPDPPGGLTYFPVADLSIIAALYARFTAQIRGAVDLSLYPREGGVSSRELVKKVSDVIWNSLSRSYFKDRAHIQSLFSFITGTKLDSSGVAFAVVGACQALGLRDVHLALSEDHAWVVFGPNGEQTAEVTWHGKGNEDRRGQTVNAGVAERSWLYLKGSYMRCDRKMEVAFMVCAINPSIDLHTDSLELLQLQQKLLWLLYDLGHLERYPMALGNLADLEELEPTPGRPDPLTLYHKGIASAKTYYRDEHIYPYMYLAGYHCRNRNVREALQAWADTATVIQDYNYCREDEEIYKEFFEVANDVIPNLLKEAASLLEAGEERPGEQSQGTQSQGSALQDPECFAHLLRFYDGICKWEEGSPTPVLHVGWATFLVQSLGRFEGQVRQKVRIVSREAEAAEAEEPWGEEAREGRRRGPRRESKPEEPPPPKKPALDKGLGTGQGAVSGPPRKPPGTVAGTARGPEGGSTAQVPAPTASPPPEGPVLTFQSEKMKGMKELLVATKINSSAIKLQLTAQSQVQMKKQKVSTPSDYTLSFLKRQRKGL
# FLuc counter: qHTS profiling assay for firefly luciferase inhibitor/activator using purifed enzyme and Km concentrations of substrates (counterscreen for miR-21 project). Luciferin 4-monooxygenase (Photinus pyralis), P08659. purified FLuc, Km substrates, luminescence inhibition. Potency, µM (titrated, usually from 57.5 µM), for the others: top-dose activity change, negative = inhibition, actives largely listed as inhibitors. hit rate 6.9% among 360,000. AID 588342, 2011;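 further: potency means the concentration at half of the fitted maximal effect; plate controls were vehicle for no effect and reference inhibitor for full effect; nearly all actives have a fitted effect of over 55% in size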
#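 Biochemical qHTS of compounds, final roughly 60 µM downward over six points, against 10 nM purified firefly luciferase using Km concentrations of substrates (10 uM D-luciferin, 10 uM ATP) in Tris acetate pH 7.5 buffer; luminescence output.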
# VP16 counter: VP16 counterscreen qHTS for inhibitors of ROR gamma transcriptional activity; Drosophila S2 Gal4-VP16 UAS-luciferase, luminescence, 20 h; Potency, µM (top dose mostly 53.6 µM), without a hit: at the top dose activity, negative = inhibition, hits mostly inhibitors; hit rate 3.5% among 310,000; AID 2546, 2010;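 further: Gal4-VP16 expression switched on by copper sulfate through the metallothionein promoter; potency means the concentration at half of the fitted maximal effect; on the % scale 0 is the no-effect control and ±100 the full control effect; nearly all actives have a fitted effect of over 50% in size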
# Rab9 prom act: qHTS Assay for Rab9 Promoter Activators | Huh7 Rab9 promoter-luciferase reporter, luminescence, 24 h | Potency, µM (doses to about 9.22 µM), without a hit: at the top dose activation, negative = inhibition, usual class: activators | hit rate 2.8% among 320,000 | AID 485297, 2010; further: potency means the concentration at half of the fitted maximal effect; % of control where 0% means no effect; nearly all actives have a fitted effect of over 60% in size
#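 Huh7 reporter line, Rab9 promoter upstream of luciferase. Compound exposure 24 h at 37 °C in reduced-serum medium with 10% FBS. Read-out: luminescence.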
# KCNH2 3.1 inh: qHTS for Inhibitors of KCHN2 3.1: Mutant qHTS. U2OS KCNH2 3.1, thallium flux FluxOr; stronger effect = lower value. activity change, % (tested at about 1.8 µM). hit rate 0.95% among 340,000;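 active means maximum activity change below -70%; inconclusive means maximum activity change from -70% to -50%; inactive means maximum activity change above -50%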;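 further: thallium influx rate constant from kinetic fluorescence after stimulation buffer; on the % scale 0 is the no-effect control and ±100 the full control effect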
#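 Steps: virus added to U2OS suspension (4 h, RT, dark); medium with 10% FBS added, cells plated, 37 C overnight; FluxOr/Red40 loading buffer 45 min RT; stimulation buffer, 2 min kinetic read; rate constant normalized.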
# Mito fusion act: qHTS Assay for Small Molecule Inhibitors of Mitochondrial Division or Activators of Mitochondrial Fusion; S. cerevisiae fusion-defective mutant growth rescue, CellTiterGlo 48 h; Potency, µM (top dose mostly 46.1 µM), for the others: top-dose growth rescue (activation), actives largely listed as activators; hit rate 0.23% among 320,000; AID 485298, 2010;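 further: potency means the concentration at half of the fitted maximal effect; % of control where 0% means no effect; nearly all actives have a fitted effect of over 45% in size; temperature-sensitive fusion mutants such as fzo1-1 at 37 °C on non-fermentable ethanol glycerol medium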
#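 Compounds are tested for their ability to restore growth of mitochondrial fusion-defective yeast strains at non-permissive 37C in YPEG medium over 48 hours. Viability is quantified by luciferase luminescence.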
# The depositor's hits bear a star; ? = inconclusive; nt = not tested or not shown; [ ] = remark or other dose. Unless noted, the call rests on the fitted dose curve; in most records, active means well fitted curve in the direction sought with a large enough effect; inconclusive means small, poorly fitted or top-dose-only effect, or another doubt; inactive means no such curve, though single readings can be large; an effect the other way counts as inactive or inconclusive. A portion of the library, so the mix of outcomes need not match the whole.
SMILES,PKM2 act,NPC1 promoter act,RORgamma inh,ELG1 repair inh,MBNL1-CUG inh,Menin MLL FP TR,FLuc counter,VP16 counter,Rab9 prom act,KCNH2 3.1 inh,Mito fusion act
CC(Cl)C(=O)Nc1cc(C(C)(C)C)nn1-c1ccccc1 (stereo not given),-1%,-10%,-3%,-12%,-4%,-2%,3%,3%,1%,-1,1%
Cc1ccc(CCSc2ccc(F)cc2)cn1,14%,1%,-25%,11%,nt,nt,-20%,-7%,13%,-7,-4%
CN1CC(=O)NC1=NC(=O)c1cc(F)c(F)cc1Cl,5%,4%,10µM*,5%,-12%,3%,-1%,?,2%,-5,-3%
COc1ccc(NC(=O)N(CCC(C)C)C(C)c2ccccn2)c(OC)c1 (stereo not given),8%,1%,0%,-4%,-6%,-5%[11.7 µM],2%,-5%,9%,6,0%
Cc1cc(C)cc(N(C(=O)C(F)(F)F)C(C(=O)NC2CCCCC2)c2cccs2)c1 (stereo not given),-4%,-12%,-6%,-5%,-2%,nt,1%,0%,-3%,-2,5%
Cc1ccc(N(C(C)C(=O)Nc2ccc(S(=O)(=O)N3CCOCC3)cc2)S(C)(=O)=O)cc1 (stereo not given),4%,-1%,-11%,4%,-8%,-1%,1%,-4%,-4%,12,-3%
COc1ccccc1OCCNC(=O)c1ccc(C)c(S(=O)(=O)N2CCOCC2)c1,nt,-2%,nt,?,nt,nt,4%,nt,-1%,-16,5%
COc1cccc(N(CC(=O)N2CCCCCC2)S(C)(=O)=O)c1,0%[11.5 µM],0%,-26%,5%,-7%,1%,2%,-8%,0%,7,0%
CC(=O)NC12CC3CC(C1)CC(C(=O)Nc1nc4ccc(S(C)(=O)=O)cc4s1)(C3)C2,-15%,1%,45%,3%,-1%,nt,-3%,-4%,-1%,7,0%
CCN(CC(=O)Nc1ccccc1C(F)(F)F)C(=O)CCS(=O)(=O)c1ccc(C)cc1,nt,-1%,nt,3%,nt,nt,0%,nt,1%,-2,1%
O=C(O)c1cc(=O)c2cc(Cl)ccc2o1,1%,nt,-5%,nt,18%,21%,5%,2%,nt,27,4%
CCOC(=O)c1cccc(NC(=O)CSc2nnc(-c3ccoc3C)n2CCOC)c1,0%,-2%,6%[0.365 µM],?,-1%,-8%,-1%,nt,-9%,10,-2%
Cc1nc([N+](=O)[O-])cn1CCC#N,-4%,-6%,30%,-12%,6%,nt,-1%,-9%,-4%,-3,2%
Cc1ccc(N2C(=O)C3C4CC(=O)C(c5ccccc54)C3C2=O)cc1 (stereo not given),-7%,7%,-3%,-4%,0%,-20%,1%,-15%,-4%,-13,3%
CC1CC(C)CN(c2cc(N(C)CCO)c([N+](=O)[O-])c3nonc23)C1 (stereo not given),1%,-1%,-2%,4%,?,-15%,-3%,-5%,-4%,1,1%
COc1cccc(N2CC(C(=O)Nc3ccc(C(=O)OC(C)C)cc3)CC2=O)c1 (stereo not given),3%,-3%,?,?,-10%,19%,-5%,-19%,-3%,-1,-2%
CCOC(=O)CNC(=O)CSc1nnc(Cn2c(=O)sc3ccccc32)n1-c1ccccc1C,1%,-1%,37%,8%,6%,-2%,1%,-2%,-5%,0,5%
COc1cc2ccccc2nn1,3%,-6%,0%,3%,?,nt,5%,-6%,-3%,9,-4%
COC(=O)c1ccc(C2C(C(=O)c3ccco3)=C(O)C(=O)N2c2cc(C)on2)cc1 (stereo not given),nt,-7%,7%,0%,4%,nt,-1%,-3%,3%,3,2%
CCC(C)NC(=O)CN(c1cc(Cl)ccc1OC)S(C)(=O)=O (stereo not given),-5%,1%,4%,1%,?,-1%,10%,-12%,-7%,1,-1%
Cn1c(SCC(=O)NCc2ccccc2)nc2c([nH]c3ccccc32)c1=O,0%,-2%,-2%,-5%,3%,4%,4%,5%,-12%,nt,-2%
OCCC1CN(Cc2cccn2-c2ncccn2)CCN1Cc1ccccc1 (stereo not given),3%,-2%,8%,-3%,1%,9%,-2%,?,-2%,-36,-13%
CCOC(=O)C1=C(C)N=C2SC(C)C(=O)N2C1c1ccc(C(=O)OC)cc1 (stereo not given),-4%,0%,-15%,-1%,1%,-2%,0%,4%,6%,19,1%
CCc1nnc(NC(=O)C2CCCN(c3nc(C)cc(C)n3)C2)s1 (stereo not given),0%,-2%,7%,0%,49%[activator],-7%,-3%,4%,-1%,5,-4%
COc1ccc(NC(=S)N(C(C)C)C2CCN(C(C)C)CC2)cc1Cl,nt,-2%,-23%,6%,-3%,20%,-2%,-20%,1%,nt,-8%
CCOC(=O)c1c(NC(=O)CSc2nc3cc(Cl)ccc3s2)sc(C(C)=O)c1C,2%,-8%,29%,-9%,43%[activator],-10%,3%,-2%,-4%,nt,0%
Cc1onc(-c2ccccc2Cl)c1C(=O)NCCN1CCOCC1,7%,0%,1%,5%,-9%,1%,-1%,7%,19%,-1,1%
Cc1scc(C(=O)NCc2ccco2)c1-c1ccccc1,?,-7%,-7%,-22%,-11%,?,-1%,-14%,2%,4,2%
COCC(C)NC(=O)Cc1ccc(Cl)cc1 (stereo not given),-4%,-1%,-23%,-12%,-12%,14%,-1%,0%,0%,-7,-4%
COc1ccccc1N1Cc2ccc(OC)c(OC)c2C1=O,nt,0%,-12%,?,-6%,-9%,-13%,10%,2%,-6,-5%
Cc1nn(Cc2ccccc2Cl)c(C)c1C(=O)N(C)CC(=O)Nc1cccc(F)c1,nt,-6%,nt,-16%,nt,nt,-11%,nt,0%,12,0%
CCOC(=O)c1sc(N2C(=O)C(O)=C(C(=O)c3ccco3)C2c2cccc([N+](=O)[O-])c2)nc1C (stereo not given),5%,1%,-3%,?,16%,nt,8%,-7%,-4%,-7,-1%
COc1cc(OC)cc(OC(=O)C2CCN(C(=O)c3ccc(Cl)cc3)CC2)c1,nt,-1%,nt,11%,nt,nt,1%,nt,1%,11,7%
[N-]=[N+]=N[C@@H](CCN1CC[C@H](O)CCC1=O)c1ccccc1,4%,0%,3%,-7%,-11%,-11%,-2%,3%,0%,4,2%
Cc1ccc(NC(=S)N=Nc2c(O)n(C)c3ccc(S(=O)(=O)N4CCOCC4)cc23)cc1C,0%,-11%,0.71µM*,11%,4%,15%,5%,3.2µM*,-17%,-7,5%
CCOC(=O)C1=C(CSCc2ccccc2)NC(=O)NC1c1cc(C)ccc1C (stereo not given),0%,-2%,10%,?,1%,-15%,2%,2%,-4%,16,3%
CCOc1ccc(S(=O)(=O)Nc2cc(S(=O)(=O)N3CCOCC3)ccc2OC)cc1,nt,-2%,nt,-4%,nt,nt,-1%,nt,4%,-13,2%
O=C(N/N=C1/CC2C=CCC12)c1cccs1 (stereo not given),-3%,-5%,nt,?,-6%,-2%,0%,nt,-1%,3,1%
Cc1ccccc1C(=O)N1CCC(C(=O)Nc2ccc(S(=O)(=O)N3CCCCC3)cc2)CC1,-2%,-4%,?,15µM*,-3%,nt,0%,?,-3%,nt,9%
NC(=O)CSc1nnc(-c2ccc(S(=O)(=O)N3CCOCC3)cc2)n1CC1CCCO1 (stereo not given),0%,-8%,?,3%,-1%,-2%,1%,1%,11%,5,-1%
CCN=C1SC(CC(=O)Nc2sc3c(c2C#N)CCCC3)C(=O)N1CC (stereo not given),3%,-2%,-19%,0%,-2%,-1%,0%,?,6%,17,1%
Cc1ccccc1NC1=C(Cl)C(=O)OC1OC(=O)c1ccco1 (stereo not given),10%,-1%,10µM*,7%,-10%,-2%,4%,-28%,-12%,11,-3%
COCCOC(=O)C1=C(C)Nc2ncnn2C1c1ccc(F)cc1 (stereo not given),-16%,-2%,-7%,5%,2%,13%,4%,-5%,-11%,2,7%

# Source: PubChem
